# FUS suppressor – qHTS for Suppressors of FUS Proteinopathy: Primary screen using FUS-linked yeast assay. S. cerevisiae FUS-expressing, growth rescue, OD600, 24 h. Potency, µM (series often up to 76.6 µM), without a hit: at the highest dose growth rescue (activation), usual class: activators. hit rate 0.24% among 390,000. AID 1347120, 2019;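 note: potency is the fitted concentration of half-maximal effect; plate controls were DMSO vehicle for no effect and reference control for full effect; nearly all actives have a fitted effect of over 55% in size; some results filed as inactive show a strong effect at the top dose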
#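 Toxicity suppression screen in FUS-yeast. Cells induced with 2% galactose, starting OD 0.005, treated 24hr at 30C with compounds at multiple final concentrations; growth by OD600.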
# Abeta rescue – qHTS for compounds that reverse cellular toxicity of Amyloid beta (A-beta) peptide in yeast: Primary Screen | yeast expressing A-beta42, growth rescue, OD600, 48 h; response scale: 0% DMSO, 100% iron-clioquinol control | Potency, µM (doses to about 46.1 µM), without a hit: at the top dose growth rescue, hits mostly activators | hit rate 0.063% among 410,000; note: potency is the fitted concentration of half-maximal effect; nearly all actives have a fitted effect of over 55% in size
#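 Yeast A-beta toxicity model in growth medium with pinned compounds, 48 h at 30 C; growth read as absorbance at 600 nm. Normalized to FeCl3/clioquinol equimolar mix (positive) and DMSO (negative).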
# PI5P4K alpha inh – qHTS for Inhibitors of phosphatidylinositol 5-phosphate 4-kinase (PI5P4K) | Phosphatidylinositol 5-phosphate 4-kinase type-2 alpha (Homo sapiens), P48426 | PI5P4Kalpha enzyme, ADP-Glo luminescence, 60 min; active compounds read low | max response, % | hit rate 1.2% among 330,000; active = max response of -50% or lower; inconclusive = between -30% and -50%; inactive = -30% or higher; note: value at the top dose of about 77 µM; % is set by controls: 0 for no effect and ±100 for the full control effect
#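 Single end-point luminescence (ADP-Glo) quantified ADP from PI5P4Kalpha turnover; ATP 5 microM final, 1 h at RT, 0.1% CHAPS and 0.28 mM EGTA in HEPES pH 7.4.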
# aSyn yeast inh – qHTS of alpha-syn Inhibitors. hit rate 0.14% among 370,000. Potency, µM (doses to about 46.1 µM), for inactives: top-dose growth rescue (activation), actives largely listed as activators. Yeast expressing alpha-synuclein, growth rescue, BacTiter-Glo, 24 h; note: potency is the fitted concentration of half-maximal effect; % of control where 0% means no effect; nearly all actives have a fitted effect of over 65% in size
#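 Rescue of yeast growth: cells expressing toxic alpha-synuclein, induced in galactose at OD600 0.02, incubated with compound 24 h at 30 C. ATP luminescence quantified growth; inhibitors of toxicity appear as activators.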
# EPAC1 antagonist – qHTS for Antagonist of cAMP-regulated guanine nucleotide exchange factor 3 (EPAC1): primary screen. Potency, µM (titrated, usually from 115 µM), without a hit: at the top dose activity change, negative = inhibition, actives largely listed as inhibitors. AID 720709, 2013. EPAC1 GEF assay, Rap1b-BODIPY-GDP exchange fluorescence. Rap guanine nucleotide exchange factor 3 (Homo sapiens), O95398. hit rate 0.14% among 360,000;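 note: potency is the fitted concentration of half-maximal effect; plate controls were vehicle for no effect and positive control for full effect; nearly all actives have a fitted effect of over 50% in size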
# Target sequence (O95398 whole entry, looked up): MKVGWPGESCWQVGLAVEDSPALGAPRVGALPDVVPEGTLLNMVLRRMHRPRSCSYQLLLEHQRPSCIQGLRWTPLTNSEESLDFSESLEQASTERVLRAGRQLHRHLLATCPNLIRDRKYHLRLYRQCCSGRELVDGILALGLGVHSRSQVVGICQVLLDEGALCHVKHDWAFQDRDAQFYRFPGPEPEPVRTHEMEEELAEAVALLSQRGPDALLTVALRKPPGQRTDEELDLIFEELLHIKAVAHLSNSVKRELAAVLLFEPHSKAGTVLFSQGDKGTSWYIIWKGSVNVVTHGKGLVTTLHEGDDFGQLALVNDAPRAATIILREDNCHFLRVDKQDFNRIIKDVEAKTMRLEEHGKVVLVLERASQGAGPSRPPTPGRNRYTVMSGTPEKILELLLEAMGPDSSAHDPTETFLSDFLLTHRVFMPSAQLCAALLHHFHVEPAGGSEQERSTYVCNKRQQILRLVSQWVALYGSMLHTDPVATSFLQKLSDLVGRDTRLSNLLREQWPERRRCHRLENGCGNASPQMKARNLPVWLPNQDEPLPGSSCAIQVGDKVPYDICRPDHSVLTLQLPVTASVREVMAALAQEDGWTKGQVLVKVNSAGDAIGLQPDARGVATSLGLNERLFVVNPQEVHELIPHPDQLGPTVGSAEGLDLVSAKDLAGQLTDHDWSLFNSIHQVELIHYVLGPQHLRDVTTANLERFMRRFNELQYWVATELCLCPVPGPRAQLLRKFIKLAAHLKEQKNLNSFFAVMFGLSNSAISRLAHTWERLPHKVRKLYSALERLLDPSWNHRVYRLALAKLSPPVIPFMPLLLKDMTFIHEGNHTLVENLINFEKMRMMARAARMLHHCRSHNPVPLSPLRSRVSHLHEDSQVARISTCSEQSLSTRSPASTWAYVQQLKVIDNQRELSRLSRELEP
# PLK1 PBD block – qHTS for Inhibitors of PLK1-PDB (polo-like kinase 1 - polo-box domain): Primary Screen; Serine/threonine-protein kinase PLK1 (Homo sapiens), P53350; Plk1 PBD binding of FITC phosphopeptide, fluorescence polarization; Potency, µM, inactives show max response, negative = inhibition, actives largely listed as inhibitors; hit rate 2.8% among 360,000; AID 720504, 2013; note: potency is the fitted concentration of half-maximal effect; series mostly up to about 57 µM; % is set by controls: 0 for no effect and ±100 for the full control effect; nearly all actives have a fitted effect of over 65% in size
# IL-2 act – qHTS of IL-2 Activators | IL-2 activation reporter assay, cell-based qHTS; stimulated with anti-CD3/CD4/CD28 beads; in transgenic mouse T cells | activation, % (series mostly up to about 46 µM) | hit rate 0.065% among 360,000 | AID 652025, 2013; in the data active = activation above about 50%; inconclusive = mostly about 30% to 49%; note: 0% is about no effect
#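 EGFP and DsRed fluorescence is measured by plate cytometry in unstimulated transgenic mouse T cells exposed to compound for 60 minutes, then stimulated 18 hours at 37 degrees C with anti-CD3/anti-CD4 beads plus anti-CD28.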
# WRN helicase inh – qHTS for Inhibitors of WRN Helicase; WRN helicase unwinding, fluorescent forked duplex, kinetic; Bifunctional 3'-5' exonuclease/ATP-dependent helicase WRN (Homo sapiens), Q14191; Potency, µM (top dose mostly 114 µM), without a hit: top-dose activity change, negative = inhibition, most hits filed as inhibitors; hit rate 0.46% among 360,000; AID 651768, 2012; note: potency is the fitted concentration of half-maximal effect; % is set by controls: 0 for no effect and ±100 for the full control effect; nearly all actives have a fitted effect of over 55% in size
#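 Screening of the MLSMR collection measured strand separation of a quenched forked DNA duplex (100 nM) by 20 nM WRN with 2 mM ATP, all final. Compounds were preincubated with enzyme 15 min at room temperature.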
# EPAC1 ag – qHTS for Agonist of cAMP-regulated guanine nucleotide exchange factor 3 (EPAC1): primary screen; Rap guanine nucleotide exchange factor 3 (Homo sapiens), O95398; EPAC1 agonist qHTS, biochemical assay; response scale: 100% = response to 6.5 mM cAMP; Potency, µM (highest dose often 154 µM), for the others: at the highest dose activation, usual class: activators; hit rate 0.073% among 360,000; AID 720707, 2013; note: potency is the fitted concentration of half-maximal effect; nearly all actives have a fitted effect of over 60% in size
#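 Compounds were pinned as a concentration titration into mixtures of EPAC1 (100 nM), BODIPY-GDP-loaded Rap1B (250 nM) and GDP (50 uM). After 5 min at room temperature, fluorescence was followed for 30 min; activity was scaled to 6.5 mM cAMP.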
# Active calls of the source: *; ? = inconclusive; nt = no result given; [ ] = dose if it differs, or a comment. Unless noted, calls come from the whole dose curve; as a rule, active = well fitted curve in the direction sought with a large enough effect; inconclusive = small, poorly fitted or top-dose-only effect, or another doubt; inactive = no such curve, though single readings can be large; an effect the other way counts as inactive or inconclusive.
SMILES,FUS suppressor,Abeta rescue,PI5P4K alpha inh,aSyn yeast inh,EPAC1 antagonist,PLK1 PBD block,IL-2 act,WRN helicase inh,EPAC1 ag
O=C(Oc1c(-c2ccccc2)c(=O)n2c3c(cccc13)CC2)c1ccco1,4%,-20%,0,6%,-17%,-4%,0.1,-2%,12%
CCC(=O)N1CCCC1(C)C(=O)Nc1ccc(OC(F)F)cc1 (configuration not stated),-14%,-11%,-8,3%,-13%,-6%,0.6,-7%,9%
Cn1c2ccc(F)cc2c2nnc(NN)nc21,12%,-6%,-3,5%,2%,-27%,0.5,3%,2%
COc1ccc(C(=O)N2CCCC(c3nc(-c4ccc(OC)c(OC)c4)no3)C2)c(OC)c1 (configuration not stated),nt,-10%,19,5%,-27%,-11%,0.5,-6%,10%
COc1cc(NC(=O)CSc2nc3ccccc3c(=O)n2C)ccc1NC(=O)c1ccco1,23%,8%,nt,-7%,2%,-11%,4.1,88%,5%
Cc1ccccc1OCCCn1c(CO)nc2ccccc21,-8%,0%,-3,11%,4%,-9%,0.9,2%,-3%
O=C(O)C(Cc1ccccc1)NS(=O)(=O)c1ccc(Cl)cc1 (configuration not stated),-30%,2%,7,-6%,-3%,1%,-1.3,-4%,-8%
O=C(N/N=C/C1CC2CCC1C2)c1ccc2c(c1)OCO2 (configuration not stated),nt,1%,-5,-2%,3%,-11%,-2.8,-22%,-6%
CS(=O)(=O)N1CCN(c2ccc(NC(=O)CSc3nnc(-c4ccco4)o3)cc2)CC1,-4%,1%,-3,4%,9%,-9%,0.7,1%,14%
Cc1ccc(NC(=S)NCc2ccc(S(N)(=O)=O)cc2)c(C)c1,5%,11%,9,2%,-4%,-3%,1.0,-1%,-3%
Cc1ccc(F)cc1NC(=O)c1sc2ncn(CC(=O)N3CCN(c4ccccn4)CC3)c(=O)c2c1C,-4%,3%,7,-10%,?,-17%,0.6,-4%,-1%
CC(C)N(CCC#N)C(=O)Nc1ccc2c(c1)CCO2,-1%,0%,-11,0%,-11%,-7%,0.8,-1%,7%
COc1ccc(NC(=O)C2Cc3c(-c4ccccc4Oc4ccccc4)ccnc3O2)cc1OC (configuration not stated),?,18%,-1,6%,-3%,3%,-0.2,-5%,16%
O=C(NC1=NCCS1)Nc1ccccc1,-21%,12%,-4,2%,12%,-4%,-0.9,-6%,4%
CCCNC(=O)NS(=O)(=O)c1cnccc1Sc1ccc(Cl)cc1,6%,5%,?,1%,-4%,-19%,-2.1,-37%[57.1 µM],-10%
COc1ccc2c(c1)cc(C(=O)N[C@@H](CCSC)C(=O)N1CCC(C(=O)O)CC1)n2C,5%,10%,0,2%,-5%,2%,-0.4,-35%,-1%
CCOC(=O)c1c(NC(=O)C2CCN(S(=O)(=O)c3ccc(Cl)cc3)CC2)sc2c1CCCC2,nt,0%,-5,-1%,17%,-5%,-3.3,3%,-4%
Cc1nc(S/C(=C/c2ccc(-c3ccc(C(=O)O)cc3)o2)C(=O)O)n[nH]1,-4%,-25%,-70*,5%,5%,-11%,-0.7,-18%[11.6 µM],6%
O=C(Cc1cccs1)Nc1nnc(SCc2ccc(Br)cc2)s1,1%,3%,?,4%,-19%,-1%,1.1,-4%[11.6 µM],0%
C=C(C)c1cccc(C(C)(C)NC(=O)NCCCN2CCCC2=O)c1,25%,6%,nt,2%,-6%,-2%,-1.7,-11%,5%

# Reprinted at random: 2 entries already listed.
SMILES,FUS suppressor,Abeta rescue,PI5P4K alpha inh,aSyn yeast inh,EPAC1 antagonist,PLK1 PBD block,IL-2 act,WRN helicase inh,EPAC1 ag
CC(C)N(CCC#N)C(=O)Nc1ccc2c(c1)CCO2,-1%,0%,-11,0%,-11%,-7%,0.8,-1%,7%
Cc1ccccc1OCCCn1c(CO)nc2ccccc21,-8%,0%,-3,11%,4%,-9%,0.9,2%,-3%

# An excerpt from above, reduced to WRN helicase inh, PLK1 PBD block and IL-2 act.
Molecule	WRN helicase inh	PLK1 PBD block	IL-2 act
Cc1ccc(F)cc1NC(=O)c1sc2ncn(CC(=O)N3CCN(c4ccccn4)CC3)c(=O)c2c1C	-4%	-17%	0.6
Cc1ccc(NC(=S)NCc2ccc(S(N)(=O)=O)cc2)c(C)c1	-1%	-3%	1.0
CC(C)N(CCC#N)C(=O)Nc1ccc2c(c1)CCO2	-1%	-7%	0.8
O=C(Cc1cccs1)Nc1nnc(SCc2ccc(Br)cc2)s1	-4%[11.6 µM]	-1%	1.1

# Continued.
SMILES,FUS suppressor,Abeta rescue,PI5P4K alpha inh,aSyn yeast inh,EPAC1 antagonist,PLK1 PBD block,IL-2 act,WRN helicase inh,EPAC1 ag
CC/C(=N/NC(=O)CNc1ccc(Cl)cc1C)c1ccccc1,-4%,-18%,-1,-9%,-10%,-9%,-3.2,-19%[57.1 µM],9%
COc1ccc(N2CCCC2)c(NC(=O)c2ccc(Br)o2)c1,6%,-18%,5,0%,-14%,-3%,-2.1,-11%,17%
CCOC(=O)C1CCN(C(=O)COC(=O)CSc2ccc(C(N)=O)cc2[N+](=O)[O-])CC1,1%,7%,-4,1%,-17%,-15%,-0.5,-6%,-5%
COC(=O)Cc1ccc(NC(=S)N2CCCCC2C)cc1 (configuration not stated),-20%,3%,-10,-18%,-5%,-10%,0.5,1%,5%
Cc1ccc(NC(=O)CSc2nnc(-c3cnccn3)n2Cc2ccco2)cc1C,9%,4%,-5,-4%,-24%,-3%,-3.5,-7%,4%
COc1cc(OC)cc(C(=O)N[C@H](C(=O)NCc2cccs2)C(C)C)c1,10%,23%,-6,-3%,-4%,-6%,0.2,3%,1%
CC(=O)Nc1c(Cl)cc2c(c1Cl)Cc1ccccc1-2,nt,-9%,9,11%,10%,4%,-4.2,14%,-13%
COc1ccc(C2CC(c3cccs3)=Nc3ccccc3S2)cc1OC (configuration not stated),-21%,6%,nt,-14%,-2%,-6%,0.3,-6%,10%
CN1CCN(C(=S)NC(=O)c2ccco2)CC1,-14%,11%,-11,0%,4%,12%,0.2,7%,9%
COc1ccc(/C=C/C(=O)N(C)Cc2cccs2)cc1S(=O)(=O)N1CCOCC1,15%,-1%,1,0%,1%,6%,-0.8,0%,-11%
CC(=O)NC(Cc1c[nH]c2ccccc12)C(=O)NCc1ccco1 (configuration not stated),7%,2%,2,-6%,?,-10%,-2.7,-8%,-4%
COc1ccc(C(=O)COC(=O)c2nn(C)cc2Cl)cc1,15%,-2%,7,7%,15%,-10%,-0.4,10%,2%
CN(CCc1ccccc1)C(=O)c1cccc(NC(=O)Cc2cccc(NC(=O)C3CCCN(S(=O)(=O)c4cccc([N+](=O)[O-])c4)C3)c2)c1 (configuration not stated),?,-7%,-7,-2%,-10%,-12%,0.2,1%,-16%
CN(C)CC/C=C1\c2ccc(F)cc2Sc2cc(F)c(Cl)cc21,20%,-37%[inhibitor],7,-27%,-28%,5%,-0.9,-1%,-6%
CC(C)=NNc1nc2c(c(=O)n(C)c(=O)n2C)n1CCc1ccccc1,5%,-15%,3,4%,4%,-3%,-1.1,-19%,-14%
CC1CCCC(NC(=O)CCC(=O)c2ccc(F)cc2)C1C (configuration not stated),26%,-5%,-9,9%,-2%,24µM*,-1.3,7%,-1%
COc1ccc(/C=C/C(=O)NCCCn2ccnc2)cc1,?,-14%,10,5%,19%,1%,1.3,-13%,-7%
CCS(=O)(=O)CCSc1nc(C)cc(C)c1C#N,-4%,10%,nt,1%,6%,-16%,1.7,2%,-3%
Cc1ccc(C(C)C)c(Oc2cnccn2)c1,-32%,4%,2,1%,30%[activator],0%,-1.2,-9%,5%
O=C(CSc1nc(C2CCCCC2)nc2ccccc12)N1CCCC1,13%,-14%,-1,-3%,-8%,2%,-1.7,-5%,-6%
Cc1ccc(NC(=O)N(C2=NCC(C)S2)c2ccccc2)cc1 (configuration not stated),12%,-9%,3,-7%,0%,-7%,-1.0,-3%,0%
Cc1cccc(C(=O)Nc2ccc(Oc3cnccn3)cc2)c1,19%,-8%,-8,-14%,-16%,-15%,-1.2,2%[57.1 µM],5%
Cc1nc(Nc2ccc(S(=O)(=O)N3CCCC3)cc2)c2nnn(Cc3ccccc3)c2n1,4%,-6%,-2,4%,5%,-5%,-3.0,-16%,4%

# Another view of 3 compounds above.
Molecule | FUS suppressor | Abeta rescue | PI5P4K alpha inh | aSyn yeast inh | EPAC1 antagonist | PLK1 PBD block | IL-2 act | WRN helicase inh | EPAC1 ag
COc1ccc(C(=O)COC(=O)c2nn(C)cc2Cl)cc1 | 15% | -2% | 7 | 7% | 15% | -10% | -0.4 | 10% | 2%
Cc1ccc(C(C)C)c(Oc2cnccn2)c1 | -32% | 4% | 2 | 1% | 30%[activator] | 0% | -1.2 | -9% | 5%
CCS(=O)(=O)CCSc1nc(C)cc(C)c1C#N | -4% | 10% | nt | 1% | 6% | -16% | 1.7 | 2% | -3%

# Assay outcomes as filed in PubChem BioAssay.
